Bioassay records as filed in PubChem.
SENP1 FRET inh: human SENP1 catalytic domain inhibitors, primary screen, biochemical, FRET, uHTS; Sentrin-specific protease 1 (Homo sapiens), Q9P0U3; recombinant SENP1 catalytic domain, CyPet-SUMO1-YPet FRET cleavage; inhibition, % at 10 µM; 0.21% of 360,000 active;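 active = inhibition at least 30% at 10 µM, raw YFP signal under a set limit, fluorescence ratio 0.5 to 1.5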;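 note: 0% = enzyme with DMSO and 100% = no enzyme wells; some results filed as inactive read as strong as hits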
Target sequence (Q9P0U3 419-644 limits assumed): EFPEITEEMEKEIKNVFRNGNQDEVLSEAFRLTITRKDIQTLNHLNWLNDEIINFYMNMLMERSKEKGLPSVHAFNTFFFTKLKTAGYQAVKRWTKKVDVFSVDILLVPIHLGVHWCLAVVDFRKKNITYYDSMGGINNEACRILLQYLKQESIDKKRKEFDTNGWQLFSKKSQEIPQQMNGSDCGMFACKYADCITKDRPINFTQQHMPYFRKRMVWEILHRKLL
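system = hSENP1 catalytic domain, recombinant | reagent = SFCypet-SUMO1-SFYpet substrate at 25 nM | doses = one dose per compound, 10 µM, 0.5% DMSO | incubation = enzyme reaction for 50 min at room temperature, dark | measured by = FRET, CFP and YFP emission | controls = no-enzyme low, enzyme-DMSO high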
SENP8 block-1: human SENP8 protease inhibitors, primary screen, biochemical, fluorescence, Nedd8 protein substrate, uHTS; inhibition, % at 20 µM; 0.64% of 360,000 active; AID 602440, 2012; Sentrin-specific protease 8 (Homo sapiens), Q96LD8; recombinant SENP8; in the data active = inhibition mostly above about 40%, no sharp cut-off; inactive = mostly below about 27%
Target sequence (Q96LD8 whole entry, looked up): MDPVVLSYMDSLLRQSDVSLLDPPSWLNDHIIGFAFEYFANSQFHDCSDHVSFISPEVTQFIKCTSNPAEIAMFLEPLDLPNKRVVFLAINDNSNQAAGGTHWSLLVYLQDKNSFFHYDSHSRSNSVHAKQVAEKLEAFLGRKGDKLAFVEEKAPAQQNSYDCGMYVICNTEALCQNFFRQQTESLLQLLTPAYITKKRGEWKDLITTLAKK
Apaf-1 inh: inhibitors of human Apaf-1 apoptosome, primary screen, biochemical, DEVD-Rh110 fluorescence, uHTS; inhibition, % at 20 µM; 0.71% of 330,000 active; reconstituted apoptosome caspase-3 activity; AID 489030, 2010; active = inhibition of at least 40% at 20 µM;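 note: plate controls were DMSO wells for no effect and DEVD-CHO caspase inhibitor wells for full effect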
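Material: reconstituted apoptosome with Apaf-1, cytochrome c, caspase-9, procaspase-3, dATP; medium: pH 7.5 Hepes buffer with CHAPS, BSA, DTT; also added: cytochrome c and DEVD-Rh110 substrate; timing: 30 min plus 50 min, RT; signal: Rh110 fluorescence intensity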
UBC13 inh: UBC13 polyubiquitin chain formation inhibitors, primary screen, biochemical, TR-FRET, uHTS | inhibition, % at 20 µM | 0.47% of 330,000 active | AID 485273, 2010 | Ubiquitin-conjugating enzyme E2 N (Homo sapiens), P61088; in the data active = inhibition above about 45%, passing the limit was not always enough
Target sequence (P61088 whole entry, looked up): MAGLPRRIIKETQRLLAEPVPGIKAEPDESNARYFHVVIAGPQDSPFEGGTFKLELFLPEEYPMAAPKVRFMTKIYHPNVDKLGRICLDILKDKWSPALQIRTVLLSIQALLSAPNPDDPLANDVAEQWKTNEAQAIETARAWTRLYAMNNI
A3G deaminase: APOBEC3G DNA deaminase inhibitors, primary screen, biochemical, fluorescence, single-stranded DNA substrate, uHTS; recombinant A3G, ssDNA deamination FAM/TAMRA fluorescence; inhibition, % at 20 µM; 0.28% of 330,000 active; AID 493012, 2011;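 active = inhibition of at least 40% at 20 µM, with no more than 30% in the related APOBEC3A deaminase screen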;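 note: plate controls were DMSO wells with A3G for no effect and wells lacking A3G enzyme for full effect; some compounds called inactive have numbers as strong as hits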
SENP6 block: SENP6 protease inhibitors, primary screen, biochemical, luminescence, uHTS | Sentrin-specific protease 6 (Homo sapiens), Q9GZR1 | Recombinant SENP6 catalytic domain, aminoluciferin luminescence | inhibition, % at 10 µM | 1.8% of 330,000 active | AID 2599, 2010;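 active = inhibition above about 50% at the single tested dose, limit read from the data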;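 note: plate controls were DMSO wells with enzyme for no effect and DMSO wells lacking enzyme for full effect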
SENP7 inh: SENP7 protease inhibitors, primary screen, biochemical, luminescence, uHTS; Sentrin-specific protease 7 (Homo sapiens), Q9BQF6; inhibition, % at 5 µM; 1.5% of 330,000 active; recombinant SENP7, Z-RLRGG-aminoluciferin luminescence, 40 min;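 active = inhibition above about 50% at the single test dose, limit read from the data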;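 note: plate controls were DMSO with enzyme for no effect and no enzyme buffer wells for full effect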
Target sequence (Q9BQF6 706-1050 limits assumed): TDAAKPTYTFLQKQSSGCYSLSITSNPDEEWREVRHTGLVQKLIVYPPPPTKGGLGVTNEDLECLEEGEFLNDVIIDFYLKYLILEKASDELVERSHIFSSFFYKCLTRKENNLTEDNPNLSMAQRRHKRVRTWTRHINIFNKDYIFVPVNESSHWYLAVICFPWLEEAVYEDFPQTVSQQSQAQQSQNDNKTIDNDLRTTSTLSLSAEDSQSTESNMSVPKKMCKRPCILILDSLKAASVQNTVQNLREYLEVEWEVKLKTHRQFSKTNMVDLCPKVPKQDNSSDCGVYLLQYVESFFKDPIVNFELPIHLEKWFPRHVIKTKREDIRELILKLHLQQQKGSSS
SENP8 block-2: SENP8 protease inhibitors, primary screen, biochemical, luminescence; Sentrin-specific protease 8 (Homo sapiens), Q96LD8; purified SENP8, Z-RLRGG-aminoluciferin cleavage; inhibition, % at 10 µM; 1.2% of 330,000 active; AID 2540, 2010; in the data active = inhibition above about 50%
An asterisk follows results filed as active; / = not tested or not shown.

cpd | Compound | SENP6 block | SENP8 block-2 | SENP8 block-1 | SENP7 inh | A3G deaminase | UBC13 inh | Apaf-1 inh | SENP1 FRET inh
1 | Cc1nc2sc3c(c2c(=N)n1N)CCCC3 | 2.8 | -0.3 | 17.5 | -4.0 | 0.5 | 1.8 | 2.5 | 2.6
2 | COc1ccc(CN2C3CCC2CC(NC(=O)c2cc(OC)c(OC)c(OC)c2)C3)cc1 (stereo unspecified) | -1.3 | 3.4 | -1.2 | -2.9 | -2.1 | 7.9 | -15.0 | -0.4
3 | Cc1ccc(/C=C/C(=O)N2CCN(Cc3ccccc3)CC2)o1 | 4.7 | 2.3 | 1.6 | 7.7 | -8.4 | 7.2 | 5.1 | -9.2
4 | COc1cccc(CN(C)C(=O)CN2C(=O)NC(c3ccccc3)(c3ccccc3)C2=O)c1 | 0.2 | -7.3 | 1.0 | 0.6 | -4.1 | 15.2 | 15.4 | 0.4
5 | CC(C)Cc1nnc(NC(=O)CCC(=O)N2CCN(c3ccccc3)CC2)s1 | -6.6 | -5.6 | 30.4 | 7.1 | -5.5 | 0.3 | 8.5 | 2.8
6 | CCN(Cc1cnn(C)c1)C(=O)c1cc(COc2cc(C)c(Cl)c(C)c2)on1 | -12.2 | -21.6 | 4.3 | 7.8 | -4.0 | 0.6 | 21.1 | 0.9
7 | COc1ccc(CCn2c(=O)c3cccnc3n(Cc3cccc([N+](=O)[O-])c3)c2=O)cc1OC | -13.1 | -11.4 | 10.6 | -8.4 | -6.7 | -0.1 | -1.9 | -0.2
8 | CCN1CCSc2ccc(C(=O)NCc3cccc(F)c3)cc21 | -20.3 | -6.3 | -483.6 | -12.6 | -3.1 | 14.2 | 16.1 | -4.3

Continued; the last four above are carried over.
cpd | Compound | SENP6 block | SENP8 block-2 | SENP8 block-1 | SENP7 inh | A3G deaminase | UBC13 inh | Apaf-1 inh | SENP1 FRET inh
5 | CC(C)Cc1nnc(NC(=O)CCC(=O)N2CCN(c3ccccc3)CC2)s1 | -6.6 | -5.6 | 30.4 | 7.1 | -5.5 | 0.3 | 8.5 | 2.8
6 | CCN(Cc1cnn(C)c1)C(=O)c1cc(COc2cc(C)c(Cl)c(C)c2)on1 | -12.2 | -21.6 | 4.3 | 7.8 | -4.0 | 0.6 | 21.1 | 0.9
7 | COc1ccc(CCn2c(=O)c3cccnc3n(Cc3cccc([N+](=O)[O-])c3)c2=O)cc1OC | -13.1 | -11.4 | 10.6 | -8.4 | -6.7 | -0.1 | -1.9 | -0.2
8 | CCN1CCSc2ccc(C(=O)NCc3cccc(F)c3)cc21 | -20.3 | -6.3 | -483.6 | -12.6 | -3.1 | 14.2 | 16.1 | -4.3
9 | Cc1nn(C)c(Cl)c1CN1CCC(CO)(CC2CCCCO2)CC1 (stereo unspecified) | 1.0 | 3.1 | 3.5 | -1.7 | -0.2 | 6.0 | -13.6 | 0.2
10 | CCSC(=S)Nc1c(C)n(C)n(-c2ccccc2)c1=O | -18.0 | 5.7 | 15.2 | 2.6 | -6.5 | 0.4 | -3.6 | 2.4
11 | COc1cc2c(cc1OC)C(C)N(C(=O)c1cccc([N+](=O)[O-])c1)CC2 (stereo unspecified) | -1.1 | -0.9 | -0.3 | 0.0 | 1.5 | 7.4 | -7.4 | -0.2
12 | COc1ccc(C(=O)CC2SC(N)=NC2=O)cc1 (stereo unspecified) | 11.8 | -6.5 | 16.5 | -7.4 | -10.1 | -6.8 | -12.8 | 1.1
13 | N#Cc1cnc(Oc2ccc(Cl)cc2)nc1N | 1.2 | 4.2 | 6.3 | 10.1 | -5.9 | -0.3 | 5.8 | 8.1
14 | Cc1ccc(NC(=O)CSCC(=O)N2CCN(c3cccc(C(F)(F)F)c3)CC2)cc1 | -9.9 | -13.1 | 0.2 | 7.8 | -6.8 | -4.0 | 34.3 | 0.7
15 | O=C(O)c1ccc(NC(=O)C2CCCCC2)cc1 | 3.1 | 3.5 | 23.2 | 2.5 | 1.0 | -4.2 | -5.9 | 0.4
16 | COCC(C)n1c(C)cc(C(=O)COC(=O)c2n[nH]c3ccccc23)c1C (stereo unspecified) | 54.9* | 20.7 | 16.5 | 29.6 | -1.5 | 2.4 | 14.0 | 0.5
17 | Cc1cccc(-n2cc(CN3CCN(Cc4nccn4C)CC3)c(-c3cccc(F)c3)n2)c1 | -4.7 | -7.2 | -361.6 | -2.9 | -8.5 | 11.5 | 11.4 | -2.4
18 | COc1cc(CC(=O)Nc2sccc2C(N)=O)cc(OC)c1OC | 7.8 | 5.8 | 3.1 | -2.9 | -1.6 | 4.8 | 2.6 | -1.6
19 | COC(=O)c1c(NC(=O)CSc2nnnn2-c2ccccc2)sc2c1CCCC2 | -21.8 | -10.9 | -0.1 | 12.6 | -3.7 | -6.2 | 23.0 | -2.9
20 | Cc1ccc(OCC(=O)N(Cc2cccc(F)c2)C2CCS(=O)(=O)C2)cc1 (stereo unspecified) | -2.5 | -1.6 | 22.4 | 2.1 | -4.6 | 0.4 | -10.3 | 0.5
21 | Cc1sc(/C=C2\C(=O)ON=C2c2ccccc2)cc1Br | 0.4 | -12.4 | / | -3.9 | -0.6 | -21.0 | -0.1 | /
22 | CCOC(=O)c1ccc2c(c1)n(CCO)c(C)[n+]2CC | 5.6 | 4.7 | 17.8 | 5.4 | 20.8 | 10.6 | -10.7 | -1.6
23 | O=[N+]([O-])c1ccc2[nH]cc(S(=O)(=O)N3CCN(c4cccc(Cl)c4)CC3)c2c1 | -7.9 | -4.4 | 12.1 | -2.6 | -4.4 | -3.1 | 19.5 | -5.6
24 | N#CCCN/N=C(/Cc1nc2ccccc2[nH]1)c1cccc(Cl)c1 | -2.7 | -10.4 | -328.2 | -2.2 | 0.7 | -15.0 | -2.0 | -24.9
25 | CCCC(=O)NC(Nc1c(C)n(C)n(-c2ccccc2)c1=O)C(Cl)(Cl)Cl (stereo unspecified) | 10.7 | 4.6 | 13.7 | -6.5 | -1.2 | 7.9 | 0.6 | 0.1
26 | CCc1ccc2[nH]c(=O)c(CN(CCCN3CCOCC3)C(=O)Nc3ccc(F)cc3)cc2c1 | -14.3 | -13.5 | -26.0 | -6.1 | -3.1 | -0.3 | 4.3 | -0.8
27 | CCOC(=O)c1csc(NC(=O)CSc2nnc(C3CC3)n2C)n1 | 15.7 | 2.5 | 21.7 | 8.7 | -0.4 | -0.8 | -4.3 | 5.0
28 | O=C(c1cc(C2CC2)nn1-c1ccccc1)N1CCN(S(=O)(=O)c2ccccc2)CC1 | -2.0 | -1.9 | 2.7 | 0.5 | -1.6 | 4.9 | 16.4 | -0.7
29 | c1ccc(-c2cnc(-c3ccccn3)nn2)cc1 | 61.3* | 41.0 | 16.0 | 60.3* | -1.4 | -6.1 | 7.5 | -1.4
30 | CC1CCN(C(=O)C2Cc3ccccc3CN2S(=O)(=O)c2ccc(F)cc2)CC1 (stereo unspecified) | 1.2 | 1.6 | 4.9 | 4.4 | -6.5 | 15.4 | -16.6 | 0.6
31 | CCOC(=O)CCc1c(C)nc(-n2[nH]c(C)c(CCO)c2=O)[nH]c1=O | 11.5 | -8.3 | 6.1 | 6.0 | -0.6 | -8.2 | -5.9 | 0.3
32 | Clc1cccc(Cl)c1-c1nnc2ccc(N3CCOCC3)nn12 | -22.1 | -3.3 | -0.2 | 10.1 | -2.7 | -14.8 | -3.9 | 2.1
33 | Cc1ccc(NC(=O)C2CCCN(S(=O)(=O)c3cnc[nH]3)C2)c(Br)c1 (stereo unspecified) | 4.4 | -3.5 | 10.5 | 12.1 | 2.6 | 11.3 | 10.9 | -3.8
34 | NC(=O)Cn1cc(C(=O)c2cccs2)c2ccccc21 | -29.3 | -6.2 | 5.2 | -5.7 | -8.0 | 5.6 | 7.1 | -0.9
35 | COc1cc(O)c(C(CC(=O)N2CCCC2)c2ccc3c(c2)OCO3)c(OC)c1 (stereo unspecified) | -3.6 | 3.9 | -39.7 | -0.6 | -4.2 | -1.8 | 6.5 | 0.0
36 | Cc1ccnc(SC2CC(=O)N(c3ccc(Cl)cc3)C2=O)n1 (stereo unspecified) | -12.1 | -16.1 | 6.6 | 1.7 | -2.9 | -0.6 | 2.7 | -0.7
37 | CC(=O)c1ccccc1OCc1ccc(S(=O)(=O)Cc2ccccc2)cc1 | -0.3 | -5.8 | -2.5 | -7.3 | -10.4 | -0.9 | 8.8 | 2.6
38 | Cc1n[nH]c(=S)n1/N=C/c1ccccc1OCc1ccc(Cl)cc1Cl | -11.3 | -11.0 | 20.2 | -18.0 | -3.2 | -17.8 | 9.2 | 1.7
39 | COC(=O)c1cn(NC(=O)/C=C/c2ccc(OC)c(OC)c2)c(=O)c2ccccc12 | 3.9 | 0.7 | -243.7 | 4.9 | -4.3 | -0.2 | 32.6 | 0.6
40 | CSc1nc2ccc(S(=O)(=O)N3CCCC3)cc2s1 | -11.7 | 3.2 | 11.9 | 2.9 | -5.1 | -15.2 | 9.6 | -1.1
41 | COc1ccc(C(=O)CN2C(=O)C(C)(C)Oc3ccc(C(=O)N4CCCCCC4)cc32)cc1 | -18.8 | 1.5 | 27.3 | 10.7 | 2.2 | 5.7 | 8.4 | 3.4
42 | COc1cccc(C(=O)Nc2ccncc2)c1 | 0.9 | 0.9 | / | 17.3 | 0.8 | 6.0 | -1.6 | /
43 | CC(C)(C)N(Cc1ccccc1)C(=O)COC(=O)CSc1ccc([N+](=O)[O-])cc1 | 5.2 | 3.7 | 7.7 | -2.0 | -6.1 | -2.7 | 17.5 | 6.1
44 | O=C(NC(=S)Nc1nc(-c2ccc(Br)cc2)cs1)c1ccco1 | 1.2 | 1.7 | 25.0 | -2.5 | -8.6 | -1.9 | 4.5 | 1.3
45 | Cc1ccc(S(=O)(=O)NCCN=C(CN2CCCC2)NS(=O)(=O)c2ccc(C)cc2)cc1 | -0.9 | -2.5 | 9.3 | -1.5 | -2.7 | 1.7 | 6.5 | -3.3
46 | COCCn1c(=O)sc2ccccc2c1=O | -23.2 | -7.5 | 9.2 | -7.2 | -4.2 | -2.9 | 8.4 | 2.6
47 | CN(CCC#N)C(=O)COC(=O)/C=C/c1ccc2c(c1)OCO2 | -7.3 | -2.5 | -221.6 | -2.9 | -8.2 | 8.8 | -0.4 | 0.8
48 | CC(C/C=N/NC(=O)COc1cc(Cl)ccc1Cl)c1ccccc1 (stereo unspecified) | -7.9 | -5.8 | 28.7 | 6.7 | -4.5 | 0.1 | 31.9 | 2.9
49 | COc1ccc(Nc2ncnc3ccc(Br)cc23)cc1OC | 0.7 | -10.8 | 3.9 | -4.4 | -4.4 | 8.2 | 1.6 | 0.7
50 | CC(=O)Nc1ccc(S(=O)(=O)NCCC(=O)NNC(=O)c2ccccc2O)cc1 | 2.9 | -6.8 | -194.8 | 0.5 | -8.3 | 4.6 | 10.3 | 1.3
51 | CCN(CC(=O)Nc1ccc(NC(C)=O)cc1)C(=O)c1cc(C)on1 | -9.9 | -7.8 | 4.2 | -12.2 | -5.0 | 37.0 | 17.5 | -2.2
52 | Cc1cc(C)n(-c2ccc(C(=O)O)cc2)n1 | 2.5 | -7.1 | 9.0 | -17.4 | -5.0 | -9.3 | 5.5 | 0.3
53 | COc1ccc(/C=C(\C#N)C(=O)NC(C)c2ccccc2)cc1O (stereo unspecified) | -13.6 | 0.1 | -38.9 | -15.1 | 1.9 | -6.3 | 5.7 | -2.9
54 | COc1ccc(N2CCN(c3nccs3)CC2)cc1 | -13.7 | -4.7 | 14.6 | -3.7 | -3.3 | 3.2 | 1.7 | 0.0
